Screening results (PubChem BioAssay)
LYP phosphatase – LYP phosphatase inhibitors, primary screen, biochemical, DiFMUP fluorescence, recombinant catalytic domain, 10 µM (AID 606) | recombinant LYP catalytic domain, DiFMUP fluorescence; higher % means a stronger effect | inhibition, % at 10 µM; hits with a dose series show IC50 in µM | 52,000 tested, under 10 active;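 active = IC50 under 40 µM in the dose-response test; inactive = IC50 of 40 µM or more, or never dose-tested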
MK inhibit – S. pneumoniae mevalonate kinase inhibition | purified MK, PK/LDH-coupled NADH absorbance 340 nm | inhibition, % at 10 µM | 0.48% of 65,000 active | AID 555;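 active = ranked among the strongest by inhibition in the single 10 µM screen, a fixed top-ranked set picked for dose follow-up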; note: no value below 0 was filed
PMK inhibit – S. pneumoniae PMK inhibition. purified PMK, PK/LDH-coupled NADH absorbance 340 nm. inhibition, % at 10 µM. 0.49% of 65,000 active;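 active = top-ranked compounds by inhibition in the single 10 µM screen, taking a fixed number of the strongest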;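 note: 0% = full reaction with DMSO carrier and 100% = background rate without enzyme reaction; no value below 0 was filed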
Bfl-1 inhibitors – Bfl-1 inhibitors, primary screen, biochemical, fluorescence polarization, FITC-Bid, mouse (AID 432) | one-dose displacement, % at 20 µM; IC50 in µM for titrated hits | 0.02% of 64,000 active | FITC-Bid BH3 peptide fluorescence polarization displacement; higher % means a stronger effect; in the data active = a potency from the dose series; inactive = the rest, 99 in 100 with displacement below about 15%; note: strong numbers were not always called active
HT1080 viability – cytotoxicity in HT1080 fibrosarcoma cells, cell-based, fluorescence readout (AID 620). HT1080 viability, fluorescence; higher % means a stronger effect. one-dose cytotoxicity, % at 10 µM; EC50 in µM for titrated hits. 0.42% of 87,000 active;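 note: cells exposed to compound overnight then 4 h with Alamar Blue; 0% = vehicle DMSO and 100% = killing control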
KRASV12 cytotoxicity – viability loss of HPDE-C7K cells – cell-based, fluorescence, HTS, primary screen (AID 431). one-dose cytotoxicity, % at 10 µM; EC50 in µM for titrated hits. HPDE-C7K KRASV12 cells, Alamar Blue viability, 48 h; higher % means a stronger effect. 1.7% of 63,000 active;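 active = compounds whose percent cytotoxicity in the single-dose primary screen, scaled between solvent and toxic-drug controls, exceeds 50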;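 note: 0% = DMSO solvent wells and 100% = doxorubicin-treated wells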
HPDE-C7 cytotoxicity – HPDE-C7 pancreatic duct cell viability loss – fluorescence, HTS (AID 430); cytotoxicity, % at 10 µM; hits with a dose series show EC50 in µM; HPDE-C7 pancreatic duct cells viability, fluorescence; higher % means a stronger effect; 1.8% of 63,000 active;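 note: cells exposed to compound for 48 hours before viability readout; 0% = vehicle and 100% = reference cytotoxic drug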
Spn DPM-DC inh – S. pneumoniae DPM-DC inhibition; purified DPM-DC, PK/LDH coupled NADH fluorescence; 0.49% of 65,000 active; calls only at 10 µM;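 active = the 320 compounds with the highest percent inhibition in the single-dose primary screen, excluding strongly autofluorescent ones, cut at about 32% in these data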;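 note: kinetic rate of NADH fluorescence loss reporting ADP formed by the decarboxylase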
TNAP inhibition – inhibition of tissue-nonspecific alkaline phosphatase – biochemical, luminescent (AID 518); purified TNAP enzyme, luminescent substrate readout; higher % means a stronger effect; one-dose inhibition, % at 20 µM; IC50 in µM for titrated hits; 0.09% of 64,000 active; in the data active = a potency from the dose series; inactive = the rest, 99 in 100 with inhibition below about 22%;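 note: plate controls were vehicle for no effect and reference inhibitor for full effect; many of its hits are not listed in these tables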
PMK inhibit pilot replicates – further read-out of PMK inhibit, marked with its call; inhibition, %; measured here: pilot screen replicates
MK inhibit pilot replicates – recorded beside MK inhibit, whose call it bears; inhibition, %; measured here: pilot screen replicates
Spn DPM-DC inh pilot screen % – second read-out of Spn DPM-DC inh, no call of its own (marks repeat the call); inhibition, %; measured here: pilot screen trials
Starred values were filed as active, the others as inactive; i = inactive; / = no result given; + = active, no number. Cut-off read from the data, not from the text of the source, unless noted: active = cytotoxicity above about 50%; inactive = the rest. An unsorted share of the library; overall some 3.3% were active at least once.

SMILES | LYP phosphatase | MK inhibit | PMK inhibit | Bfl-1 inhibitors | HT1080 viability | KRASV12 cytotoxicity | HPDE-C7 cytotoxicity | Spn DPM-DC inh | TNAP inhibition | others
CCC1Oc2ccc(C)cc2N(CC(=O)N(Cc2cccnc2)Cc2ccc(C)o2)C1=O (stereo not drawn) | / | 0 | 13 | 19% | -1% | 1% | -10% | i | 11% | PMK inhibit pilot replicates=1.0;MK inhibit pilot replicates=0.0;Spn DPM-DC inh pilot screen %=0.0
COc1ccc(C2N=C(c3ccccc3)C(C)(C)N2O)cc1OC (stereo not drawn) | 2% | 1 | 0 | -4% | -2% | -13% | -4% | i | 9%
COc1ccc(C(=O)NCC(=O)O)cc1 | 8% | 0 | 6 | -5% | 0% | 1% | 0% | i | 10%
O=C(c1cccc2cccc(O)c12)N1CCCCC1 | / | 11 | 0 | -1% | -11% | 14% | 9% | i | 3%
O=C(NC1CCCCC1)C1CCN(c2cnccn2)CC1 | 11% | 5 | 15 | -2% | -6% | -14% | 0% | i | 2%
Cc1cc(C)n(-c2ccc(C(=O)Nc3ccc4c(c3)OCCO4)cc2)n1 | 10% | 5 | 14 | -2% | 14% | 7% | -1% | i | 10% | PMK inhibit pilot replicates=0.5;MK inhibit pilot replicates=0.0;Spn DPM-DC inh pilot screen %=0.0
COc1ccc(OC)c(-c2csc3nnc(SCC(=O)Nc4ccc(NC(C)=O)cc4)n23)c1 | / | 9 | 11 | -4% | 1% | 6% | 4% | i | 9%
COC(=O)c1cc2c(s1)-c1ccccc1OC2 | -1% | 6 | 11 | 3% | -6% | -3% | -2% | / | 7%
COc1ccccc1C(=O)Nc1nnn(C)n1 | / | 5 | 0 | -7% | 0% | -1% | -4% | i | 7%
CCc1ccccc1OCCCCN1CCCC1 | 11% | 71* | 3 | 1% | -2% | 11% | 5% | i | 15% | PMK inhibit pilot replicates=1.0;MK inhibit pilot replicates=+;Spn DPM-DC inh pilot screen %=2.5
O=C(CSC1=NCCS1)N1CCCC1 | 22% | 0 | 14 | -1% | 1% | 4% | -3% | i | 8%
COc1ccc(CCNC(=O)c2oc3ccc(S(=O)(=O)N4CCOCC4)cc3c2C)cc1OC | / | 10 | 0 | 2% | / | 4% | -5% | i | 12%
COc1ccccc1CNC(=O)CCCNS(=O)(=O)c1cccc2nsnc12 | 17% | 0 | 18 | -4% | 3% | 0% | -3% | i | 6%
CCS(=O)(=O)N1CCC(NC(=O)c2ccco2)CC1 | 6% | 2 | 15 | -5% | 10% | -17% | -10% | i | -2%
O=C(Cc1ncn[nH]1)NCCc1ccccc1 | -9% | 9 | 0 | -4% | -6% | -1% | -1% | i | 7%
Clc1ccc(C(c2nnnn2C2CCCC2)N2CCN(Cc3ccncc3)CC2)cc1 (stereo not drawn) | 3% | 0 | 25* | 0% | -3% | -14% | -12% | i | 4%
Cc1nc(C)c(C(=O)Nc2nc3c(C)cccc3s2)o1 | / | 4 | 3 | -3% | 26% | -1% | -6% | i | 11%
CCCSC1=C(C#N)C(c2ccccc2C)C(C(=O)OC)C(=O)N1 (stereo not drawn) | 3% | 3 | 0 | -7% | -3% | 4% | -7% | i | 5%
CC(C)C(NC(=O)C12CC3CC(CC(C3)C1)C2)C(=O)NC1=NCCS1 (stereo not drawn) | / | 5 | 10 | -4% | 0% | -4% | -2% | i | 4%
COC(=O)c1ccccc1NC(=O)Nc1nnc(N2CCCCC2C)s1 (stereo not drawn) | / | 5 | 1 | -2% | 1% | -12% | -18% | i | -4%
CCOC(=O)c1cc(-c2ccccc2)n(CC(=O)N2CCCC2)c1C | 9% | 5 | 13 | -3% | 2% | -19% | -12% | i | -4%
CC(C)Cn1nc(NC(=O)C(C)(C)C)c2cc3ccccc3nc21 | 0% | 0 | 5 | 3% | 0% | 6% | -1% | i | -2%
COc1ccc(CN(C(=O)c2snc(C(N)=O)c2N)C(C(=O)NC(C)(C)C)c2ccco2)cc1 (stereo not drawn) | 14% | 8 | 9 | -5% | -34% | 9% | -7% | i | 9%
CC1CCc2cc(F)cc3c(O)c(C(=O)NCC4CCCO4)c(=O)n1c23 (stereo not drawn) | -1% | 3 | 7 | 2% | / | -37% | -3% | i | 16% | PMK inhibit pilot replicates=1.0;MK inhibit pilot replicates=2.0;Spn DPM-DC inh pilot screen %=5.5
O=C(O)c1ncc(-c2ccccc2)cn1 | 20% | 0 | 2 | -1% | -2% | 5% | 2% | i | -3%
Cn1c(SCC(=O)NC2CCCCCC2)nnc1-c1cccs1 | 17% | 1 | 1 | -4% | 1% | -5% | -18% | i | 8%
COc1ccc(-n2c(CNC(=O)c3ccc(S(=O)(=O)N4CCCC4)cc3)n[nH]c2=S)cc1 | / | 11 | 14 | -1% | / | 1% | -1% | i | 10%
CC(C)c1ccc(-c2nnn(CCC(=O)O)n2)cc1 | 12% | / | 12 | -5% | / | -8% | 0% | i | 1%
CCOc1ccc(S(=O)(=O)N(CC(=O)O)c2ccc(C)cc2)cc1 | -7% | 6 | 1 | 3% | -3% | -1% | -1% | i | 8%
O=C(Cc1c(C(=O)O)[nH]c2ccccc12)NCCN1CCN(c2cccc(Cl)c2)CC1 | -2% | 0 | 18 | -2% | 5% | 4% | -19% | i | 11%
Cc1ccc(N(C)C(=O)N2CCN(S(=O)(=O)c3ccc(C)cc3)CC2)cc1 | 12% | 8 | 12 | 3% | -6% | -3% | -2% | i | 3%
Cn1nnc2c(N3CCCCC3)nccc21 | 10% | 10 | 11 | -8% | 33% | 3% | 3% | i | 14%
Cc1cc(NCC2CCCO2)n2c(nc3ccccc32)c1C#N (stereo not drawn) | 5% | 5 | 1 | -1% | 27% | -10% | -3% | / | -1% | PMK inhibit pilot replicates=0.0;MK inhibit pilot replicates=2.0
NC(=O)c1cccn1Cc1ccccc1Cl | 12% | 0 | 16 | -12% | 4% | 4% | -10% | i | 4%
COc1ccc(-c2nc(CS(=O)CC(=O)NCc3cccnc3)c(C)o2)cc1 (stereo not drawn) | -2% | 6 | 2 | 1% | -4% | -1% | -3% | i | 3%
COc1cc2nc(N(C)C)nc(N)c2cc1OC | 6% | 10 | 11 | -7% | 44% | 9% | 26% | / | 3%

Random excerpt: 4 entries already listed, in no set order.
SMILES | LYP phosphatase | MK inhibit | PMK inhibit | Bfl-1 inhibitors | HT1080 viability | KRASV12 cytotoxicity | HPDE-C7 cytotoxicity | Spn DPM-DC inh | TNAP inhibition | others
COc1ccccc1CNC(=O)CCCNS(=O)(=O)c1cccc2nsnc12 | 17% | 0 | 18 | -4% | 3% | 0% | -3% | i | 6%
CC1CCc2cc(F)cc3c(O)c(C(=O)NCC4CCCO4)c(=O)n1c23 (stereo not drawn) | -1% | 3 | 7 | 2% | / | -37% | -3% | i | 16% | PMK inhibit pilot replicates=1.0;MK inhibit pilot replicates=2.0;Spn DPM-DC inh pilot screen %=5.5
NC(=O)c1cccn1Cc1ccccc1Cl | 12% | 0 | 16 | -12% | 4% | 4% | -10% | i | 4%
CC(C)C(NC(=O)C12CC3CC(CC(C3)C1)C2)C(=O)NC1=NCCS1 (stereo not drawn) | / | 5 | 10 | -4% | 0% | -4% | -2% | i | 4%

More compounds.
SMILES | LYP phosphatase | MK inhibit | PMK inhibit | Bfl-1 inhibitors | HT1080 viability | KRASV12 cytotoxicity | HPDE-C7 cytotoxicity | Spn DPM-DC inh | TNAP inhibition | others
c1cncc(-c2nn3c(-c4ccncc4)nnc3s2)c1 | 6% | 10 | 5 | -3% | 3% | -1% | -2% | i | 6%
COc1cccc(C(C(=O)NC2CCCC2)N(C(=O)c2ccco2)C2CC2)c1OC (stereo not drawn) | 3% | 6 | 14 | 1% | 1% | 6% | 1% | i | 2%
Cc1cc(C)nc(N2CCC(C(=O)Nc3cccc(C(F)(F)F)c3)CC2)n1 | / | 5 | 17 | 4% | -9% | 13% | 15% | i | 8%
CC(=O)c1cccc(NC(=O)C2CCCN(S(=O)(=O)c3cccc4cccnc34)C2)c1 (stereo not drawn) | 16% | 5 | 5 | 6% | -5% | 3% | -2% | i | 7%
CCCSc1ncnc2c1oc1ccccc12 | / | 6 | 10 | -5% | -4% | 2% | -7% | i | 8%
CCN(CC)CCCN1C(=O)c2oc3ccccc3c(=O)c2C1c1cc(OC)ccc1OC (stereo not drawn) | -3% | 3 | 15 | 2% | 28% | 5% | 5% | i | 10%
CCC(C(=O)O)n1nnc(-c2ccc(-c3ccc(OC)cc3)cc2)n1 (stereo not drawn) | 11% | 7 | 6 | 0% | 5% | 4% | 4% | i | 5%
COCC(=O)N1CCC(n2nnc3cc(F)ccc32)CC1 | / | 16 | 18 | -4% | 5% | 2% | 9% | i | 10%
CS(=O)(=O)NCc1ccc(C(=O)NC2CCCCC2)cc1 | -7% | 6 | 3 | -4% | 6% | -17% | -14% | i | 8%
COc1ccc(OC)c(C2C(C(=O)c3cccs3)=C(O)C(=O)N2c2cc(C)on2)c1 (stereo not drawn) | 10% | 5 | 0 | 9% | 0% | 17% | 15% | i | 6%
Cc1ccc(-c2nnn(Cc3nc(N)nc(N4CCOCC4)n3)n2)cc1 | / | 2 | 13 | 5% | -9% | -5% | -12% | i | 5%
Cc1nn(Cc2ccccc2)c(C)c1C(=O)Nc1ccc(N2CCOCC2)cc1 | -8% | 0 | 11 | 12% | 7% | 13% | 6% | i | 6%
COc1ccc(N2CCN(CCCNC(=O)C3(S(=O)(=O)c4ccc(Cl)cc4)CC3)CC2)cc1 | 3% | 4 | 10 | -4% | -2% | -6% | -7% | i | 11% | PMK inhibit pilot replicates=3.5;MK inhibit pilot replicates=4.5;Spn DPM-DC inh pilot screen %=5.5
O=c1cc(CSc2nnnn2-c2ccccc2)nc2scc(-c3ccccc3)n12 | -13% | 9 | 21 | 4% | 0% | 3% | -5% | i | 19% | PMK inhibit pilot replicates=0.0;MK inhibit pilot replicates=0.0;Spn DPM-DC inh pilot screen %=6.0
Cc1ccccc1Cn1ccc(NC(=O)c2cc3nc(-c4ccco4)cc(C(F)(F)F)n3n2)n1 | 2% | 4 | 12 | -2% | -3% | 61%* | 53%* | / | 6%
COc1ccc(-c2noc(CCC(=O)NCc3cc(Br)ccc3OC)n2)cc1 | -3% | 3 | 0 | -3% | / | -11% | -20% | i | -2%
Cc1cc(NC(=O)CSc2nc3c([nH]c4ccccc43)c(=O)n2-c2cccc(C(F)(F)F)c2)no1 | / | 13 | 5 | 0% | 9% | 21% | 12% | i | 3%
CC(C)CC(c1nnnn1C1CCCCC1)N1CCN(c2ncccn2)CC1 (stereo not drawn) | -7% | 0 | 20 | 3% | -2% | 3% | -6% | i | 8%
FC(F)(F)c1cccc(-n2cccc2/C=N/n2cnnc2)c1 | 11% | 0 | 5 | -1% | -4% | 6% | 8% | i | 12%
Cc1cccc(OCC(=O)Nc2cccc(O)c2)c1 | 7% | 8 | 5 | -7% | -7% | 1% | -8% | i | 16%
CC(=O)Nc1ccc(S(=O)(=O)Nc2ccc(NC(=O)c3ccco3)cc2)cc1 | 7% | 5 | 8 | -3% | -1% | -4% | -6% | i | 4%
COc1ccc(N2CCN(C(=O)CSc3nnc(CNc4ccccc4)o3)CC2)cc1 | -17% | 0 | 19 | -7% | 27% | -25% | -17% | i | 10%
